697 NFkB inh: inhibitors of the PMA/ionomycin-induced NF-kB reporter in 697 B cells. AID 435022. hit rate 0.33% among 330,000. 697 B-cell NF-kB luciferase reporter, 16 h. inhibition, % at 4 µM; in the data active = inhibition above about 35%
Mdm2-MdmX inh: inhibitors of human Mdm2/MdmX interaction | O15151+Q00987 | SaOS-2 split-luciferase Mdm2/MdmX complementation, luminescence | hit rate 3% among 330,000 | AID 485346 | inhibition, % at 8 µM;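 active = inhibition of at least 50% at 8 µM in the primary screen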
Target sequence (O15151 whole entry, looked up): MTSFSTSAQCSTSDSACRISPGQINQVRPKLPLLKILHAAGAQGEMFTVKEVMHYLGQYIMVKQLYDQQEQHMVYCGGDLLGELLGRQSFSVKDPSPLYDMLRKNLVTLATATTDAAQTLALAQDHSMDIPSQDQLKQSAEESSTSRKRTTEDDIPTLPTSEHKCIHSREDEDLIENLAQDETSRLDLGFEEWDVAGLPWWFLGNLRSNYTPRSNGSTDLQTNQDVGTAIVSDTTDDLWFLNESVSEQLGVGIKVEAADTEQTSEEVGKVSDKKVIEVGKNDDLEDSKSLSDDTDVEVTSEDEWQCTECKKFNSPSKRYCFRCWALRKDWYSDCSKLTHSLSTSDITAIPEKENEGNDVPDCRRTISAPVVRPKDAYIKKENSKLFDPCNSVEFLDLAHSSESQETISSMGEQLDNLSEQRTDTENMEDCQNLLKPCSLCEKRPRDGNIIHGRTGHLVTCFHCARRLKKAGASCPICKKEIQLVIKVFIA
Target sequence (Q00987 whole entry, looked up): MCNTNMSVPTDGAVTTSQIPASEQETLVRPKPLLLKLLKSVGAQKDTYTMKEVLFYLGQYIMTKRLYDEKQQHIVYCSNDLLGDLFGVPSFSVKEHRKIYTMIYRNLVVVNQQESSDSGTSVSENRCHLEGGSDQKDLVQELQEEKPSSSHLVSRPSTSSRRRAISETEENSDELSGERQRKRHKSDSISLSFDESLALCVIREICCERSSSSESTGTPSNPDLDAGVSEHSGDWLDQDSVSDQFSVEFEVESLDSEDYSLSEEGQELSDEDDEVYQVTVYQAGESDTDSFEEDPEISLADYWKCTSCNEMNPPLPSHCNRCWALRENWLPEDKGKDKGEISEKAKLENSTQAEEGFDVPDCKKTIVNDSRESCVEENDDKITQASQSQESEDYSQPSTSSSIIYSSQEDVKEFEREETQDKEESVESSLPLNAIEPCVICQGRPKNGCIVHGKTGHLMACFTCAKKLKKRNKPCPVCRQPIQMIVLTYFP
UPR XBP1 act: activators of adaptive arm of unfolded protein response (XBP1); CHO-XBP1 luciferase reporter, IRE1-XBP1 UPR activation, luminescence; percent of tunicamycin response, DMSO as zero; activation, % at 20 µM; hit rate 0.33% among 330,000;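 active = versus positive control, 20 µM dose yields 30% or more activation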;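 note: 100% = tunicamycin at 10 µg/mL and 0% = DMSO only wells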
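Assay system: IRE1-XBP1 luciferase reporter CHO line. Input: 1000 cells/well. Buffer or medium: F12 with 10% serum. Doses: 20 µM, 1% DMSO. Times: overnight seeding at 37 °C, 6 h compound treatment at 37 °C. Technique: Steady-Glo luciferase glow luminescence, 10 min after reagent addition.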
Jurkat NFkB inh: inhibitors of the PMA/ionomycin-induced NF-kB reporter in Jurkat cells. PMA/ionomycin-induced NF-kB luciferase reporter, luminescence. inhibition, % at 4 µM. hit rate 0.53% among 330,000. AID 435003; in the data active = inhibition above about 50%
tim10-1 inh: inhibits growth of tim10-1 mutant yeast | S. cerevisiae tim10-1 ts strain growth, BacTiter-Glo, 24 h | inhibition, % at 20 µM | hit rate 2.2% among 330,000 | AID 463190;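 active = inhibition of at least 40%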;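 note: mutant grown at 25 °C; 0% = DMSO wells with yeast and 100% = wells holding no yeast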
tim23-1 inh: tim23-1 yeast growth inhibition | inhibition, % at 20 µM | hit rate 1.3% among 330,000 | S. cerevisiae tim23-1 growth, BacTiter-Glo luminescence, 24 h;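 active = growth inhibition of the mutant yeast at or above 50%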;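 note: temperature-sensitive mutant grown at 25 °C; plate controls were DMSO-treated mutant yeast for no effect and medium wells lacking yeast for full effect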
TIM10 inh: inhibits growth of TIM10 yeast strain. S. cerevisiae TIM10 strain growth, BacTiter-Glo luminescence, 24 h. hit rate 1.4% among 330,000. inhibition, % at 10 µM;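 active = inhibition of 40% or more at the single tested concentration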;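 note: wild-type TIM10 isogenic control strain grown at permissive 25 °C; 0% = DMSO yeast wells and 100% = minimal medium wells without yeast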
CHOP UPR activ: activators of apoptotic arm of unfolded protein response (CHOP); activation, % at 10 µM; hit rate 0.34% among 330,000; CHO-CHOP luciferase reporter, UPR activation, luminescence; percent of tunicamycin response over DMSO baseline;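 active = at 10 µM dose, activation of 40% or more, normalized to positive control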;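 note: 100% = tunicamycin at 10 µg/mL and 0% = DMSO alone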
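System: CHO-CHOP luciferase reporter cell line | Buffer or medium: F12 medium containing 10% fetal bovine serum | Doses: One dose, 10 µM in 0.5% DMSO | Times: 6 h compound exposure at 37 °C after overnight seeding | Signal: Luciferase luminescence | Read-out: % activation vs tunicamycin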
Active calls of the source: *.

Start of the data: the first 3 compounds, to show the layout:
compound	697 NFkB inh	Mdm2-MdmX inh	UPR XBP1 act	Jurkat NFkB inh	tim10-1 inh	tim23-1 inh	TIM10 inh	CHOP UPR activ
CCc1ccc(NC(=O)C(CC)c2ccccc2)cc1 (stereo not drawn)	-2	-7	1	-18	27	22	9	0.3
CNc1nc2[nH]c(=O)c3c(c2s1)OC(N)=C(C#N)C3c1ccccc1 (stereo not drawn)	-14	8	-3	-9	15	-12	-26	1.8
O=C(NCC1CCCO1)c1c(O)c2c([nH]c1=O)CCCC2 (stereo not drawn)	-57	-12	2	-35	-11	-7	-1	4.4

This part in full (from the top)
compound	697 NFkB inh	Mdm2-MdmX inh	UPR XBP1 act	Jurkat NFkB inh	tim10-1 inh	tim23-1 inh	TIM10 inh	CHOP UPR activ
CCc1ccc(NC(=O)C(CC)c2ccccc2)cc1 (stereo not drawn)	-2	-7	1	-18	27	22	9	0.3
CNc1nc2[nH]c(=O)c3c(c2s1)OC(N)=C(C#N)C3c1ccccc1 (stereo not drawn)	-14	8	-3	-9	15	-12	-26	1.8
O=C(NCC1CCCO1)c1c(O)c2c([nH]c1=O)CCCC2 (stereo not drawn)	-57	-12	2	-35	-11	-7	-1	4.4
O=[N+]([O-])c1ccc(Cl)c(/C=N/N2CCN(c3ccccc3)CC2)c1	2	13	-5	-12	0	-2	-19	-1.0
O=C(c1ccco1)N1CCN(Cc2nnnn2C2CCCCC2)CC1	13	7	-1	6	10	10	-7	-1.1
CCN(CC)CCCN1C(=O)C(=O)/C(=C(/O)c2ccc(C)cc2)C1c1ccccn1 (stereo not drawn)	-14	17	2	-1	12	9	12	-0.9
C=CCOC(=O)C1=C(C)Nc2nnnn2C1c1ccc(OC)cc1OC (stereo not drawn)	4	-3	-1	3	10	12	9	-1.6
O=C1CCN(N=Nc2cccc(Cl)c2)N1	-3	-32	-2	-21	12	5	-10	1.8
C=CCNC(=O)C1CCC(C(=O)NCC=C)CC1 (stereo not drawn)	-11	8	1	-19	-9	-4	-7	-1.0
NC(=O)CC(NC(=O)c1ccc(Br)cc1)c1ccc(NCc2ccc(F)cc2)c([N+](=O)[O-])c1 (stereo not drawn)	-4	22	-1	-1	-11	0	-3	-1.6
COc1ccc(C(C(=O)NC2CCCC2)N(C(=O)c2csnn2)C2CC2)cc1 (stereo not drawn)	17	-7	-3	-3	-6	9	-2	-0.1
COc1ccccc1CNC(=O)c1cc(C)nn1-c1ccccc1	15	14	-3	1	-4	-7	-10	1.2
CC(C)(CO)CN1CCC(n2nccc2NC(=O)C2CCCC2)CC1	0	10	-2	1	-11	-10	11	2.2
O=C(Nc1ccccc1Cl)c1cccc(NC(=O)C2C3CC4OC(=O)C2C4C3)c1 (stereo not drawn)	14	-2	0	-26	15	11	-10	-0.9
O=C(COC(=O)C1CCN(S(=O)(=O)c2ccc3c(c2)OCCO3)CC1)Nc1ccccc1OC(F)F	2	-31	3	12	23	21	5	-1.4
Cc1ccc2c(c1)C1C[N+](C)(CC(=O)Nc3ccccc3Cl)CCC1N2C(=O)c1ccccc1Cl (stereo not drawn)	7	22	1	11	3	10	-1	1.3
Cc1ccc(S(=O)(=O)Cc2cc(-c3ccc(Cl)cc3)no2)cc1	9	-3	-5	1	-17	1	3	-0.7
CCc1nc(SCc2ccc(Cl)cc2)n[nH]1	-20	-14	2	-33	11	4	2	2.6
Oc1ccc(/C=N/n2c(-c3ccccc3)n[nH]c2=S)cc1	11	21	0	9	0	-1	-4	0.2
O=C1CC(c2ccccc2)Oc2cc(O)cc(O)c21 (stereo not drawn)	-42	-2	4	-23	33	27	9	1.5
Cc1ccc(N2C(=O)C3N=NN(CC(=O)N4N=C(c5cccc6ccccc56)CC4c4ccccc4)C3C2=O)cc1 (stereo not drawn)	4	7	0	-15	35	18	13	0.9
COc1ccc(Cl)cc1NC(=O)C1CSC(c2ccncc2)=N1 (stereo not drawn)	-1	37	2	7	8	13	9	-1.8
O=[N+]([O-])c1ccc(CSc2ccc(-c3ccccn3)nn2)cc1	14	16	0	-6	-7	-1	-14	2.0
Cc1cccc(N(CC(=O)N2CCc3ccccc3C2)S(C)(=O)=O)c1C	2	5	-3	-10	1	9	5	1.8
C=CCC(CC(O)COCCC)C(=O)NNC(=S)Nc1ccccc1 (stereo not drawn)	-19	-5	-1	-30	12	-8	2	1.7
O=C(Cc1ccc(Cl)cc1)Nc1ccccc1C(=O)Nc1ccc(C(=O)O)cc1	11	0	-3	0	12	-8	4	1.9
CCN(Cc1nc2cc(Cl)ccc2c(=O)[nH]1)C(=O)c1ccc(C)c(NC(=O)c2ccco2)c1	-14	37	-2	-1	17	29	5	-0.8
Cc1ccc(CCN2C(Nc3ccccc3)=NC[C@@H]2C)cc1	9	10	-1	-19	-11	-7	4	1.3
COc1ccc(OC)c(C2C(C(C)=O)=C(O)C(=O)N2Cc2cccnc2)c1 (stereo not drawn)	8	8	-3	1	-18	-9	-13	0.1
COC(=O)C1C(=O)C2=C(CC1C)NC(C)=C(C(=O)OCCOc1ccccc1)C2c1ccc(C)o1 (stereo not drawn)	7	29	-3	-6	17	7	13	1.8
COc1ccc(-c2nc3ncccn3c2Nc2ccc3c(c2)OCCO3)cc1	0	-1	0	-19	9	18	16	-0.6
O=C(N/N=C/c1ccc(N2CCCCC2)o1)c1ccccc1[N+](=O)[O-]	13	25	-4	8	2	13	-4	-1.1
COC(=O)c1ccc(NC(=O)CN(c2ccc(C)cc2)S(=O)(=O)c2c(C)nn(C)c2C)cc1	10	1	-1	0	-5	-9	10	1.2
COc1ccc(C)cc1NC(=O)CCNS(=O)(=O)c1ccc2c(c1)CCC(=O)N2	4	0	-3	5	0	-3	-3	0.4
COC(=O)c1cc(OC)c(OC)c(OC)c1NC(=O)c1ccc(S(=O)(=O)N(C)C)cc1	0	-9	1	-15	-12	-8	-5	-1.0
O=C(Cc1ccccc1)N1CCCC(c2nc(-c3ccc(S(=O)(=O)N4CCCC4)cc3)no2)C1 (stereo not drawn)	21	29	1	5	23	15	18	2.4
Cc1[nH]n(S(=O)(=O)Cc2ccccc2)c(=O)c1N=Nc1ccccc1Cl	11	17	0	-8	37	45	41*	0.2
c1ccc(C(c2nnnn2C2CCCC2)N2CCN(c3nc4ccccc4s3)CC2)cc1 (stereo not drawn)	-26	18	-2	9	36	12	47*	-0.8
O=C(/C=C/c1ccc([N+](=O)[O-])cc1)/C=C/c1ccco1	-11	14	-2	11	-13	6	-2	57*
COc1ccccc1N1CCN(C(=O)c2ccc3c(c2)CCN3S(=O)(=O)c2ccccc2)CC1	-35	41	-5	16	15	27	10	2.5
N/C(=N\OC(=O)c1ccc(Cl)cc1Cl)c1ccncc1	-118	-79	2	-98	1	19	0	1.7
CCOC(=O)CN(C(=O)CSc1nnc(Cc2ccccc2)n1-c1ccc(C)cc1)c1ccccc1	-2	13	-4	3	-32	-90	-19	-2.2
O=C(Nc1ccccc1)OCCNC(=O)c1cccc(Cl)c1	-42	9	-1	-29	0	12	-9	5.3
COc1ccccc1N1CCN(S(=O)(=O)c2c[nH]c(=O)[nH]c2=O)CC1	6	-6	0	9	1	4	-5	0.0
C=CCn1c(-c2csc(-c3ccc(Cl)cc3)n2)n[nH]c1=S	11	-16	3	-5	14	-6	15	-1.2
CS(=O)(=O)N1CCC(Oc2ccccc2C(=O)N2CCCCC2CO)CC1 (stereo not drawn)	4	-4	-2	-8	-13	7	8	2.2
CSc1ccccc1NC(=O)CN(C)Cc1c(O)ccc2ccccc12	7	23	-1	0	3	18	13	2.0
Cc1cc(NC(=O)CSc2ccnc(=O)[nH]2)no1	11	-1	-4	-3	-4	-2	-3	-3.3
Nc1c(C(=O)C2CC2)sc2nc(-c3ccccc3)cc(C(F)(F)F)c12	-4	10	1	3	18	33	0	1.9
CCCn1cc(CN2CCC(N3CCC(C(=O)N4CCOCC4)CC3)CC2)c(C)n1	-7	-16	-2	-20	14	4	0	-1.1

A few values from above.
For tim10-1 inh, Cc1ccc2c(c1)C1C[N+](C)(CC(=O)Nc3ccccc3Cl)CCC1N2C(=O)c1ccccc1Cl (stereo not drawn) has 3
For CHOP UPR activ, O=[N+]([O-])c1ccc(Cl)c(/C=N/N2CCN(c3ccccc3)CC2)c1 has -1.0

Later entries.
compound	697 NFkB inh	Mdm2-MdmX inh	UPR XBP1 act	Jurkat NFkB inh	tim10-1 inh	tim23-1 inh	TIM10 inh	CHOP UPR activ
O=C(Nc1cccnc1)C1CCN(S(=O)(=O)c2ccc(Cl)cc2)CC1	-9	7	-1	1	-2	3	8	-0.3
CC1CCCCC1NC(=O)c1ccc(N2CCCC2=O)cc1 (stereo not drawn)	14	-28	-2	-3	9	12	-15	2.1
CCOC(=O)C(=O)NNc1ccccc1OC	-13	20	-1	11	-23	4	-17	0.9
Cc1ccccc1NC(=O)CSc1nnc(CNC(=O)c2ccc3c(c2)OCO3)n1C	4	-24	-1	9	-4	3	-1	0.3
COc1ccccc1NC(=O)C12CC3CC(C1)CC(c1ccc(C)cc1)(C3)C2	-4	-18	1	20	24	24	24	0.5
CCN(C(=O)CN1C(=O)c2ccc([N+](=O)[O-])cc2C1=O)C1CCS(=O)(=O)C1 (stereo not drawn)	14	4	-1	8	-14	-8	-1	0.5
CS(=O)(=O)c1ccc(Cl)c(NC(=O)CCc2ccccc2)c1	0	10	0	11	-2	8	0	-1.6
Clc1ccc(CSc2nnc(CN3CCOCC3)n2-c2ccccc2)cc1Cl	1	24	-3	3	32	31	24	-0.3
N#Cc1c(Nc2ccccc2)s[nH]c1=O	0	5	-4	6	-11	15	7	-2.2
NNC(=O)C=C1CCN(c2ncc(C(F)(F)F)cc2Cl)CC1	-16	-14	-3	16	8	2	12	-0.9
Cc1cccc(NC(=S)NC(=O)c2cc(-c3ccccc3)nc3ccccc23)c1	8	14	-2	-8	31	-2	10	1.2
COc1ccc(/C=C(/NC(=O)c2ccc(C)cc2)C(=O)NCC2CCCO2)cc1 (stereo not drawn)	-7	-4	1	4	18	3	8	0.9
O=C(Nc1ccc(N2CCN(C(=O)c3ccccc3)CC2)c(Cl)c1)c1ncn[nH]1	14	18	-2	4	8	10	-12	-0.5
O=C(Nc1ccc(CN2CCS(=O)(=O)CC2)cc1)c1ccc(Cl)cc1	-2	20	0	3	2	13	4	0.6
Cc1cccc(C(=O)Oc2coc(CSc3nnc(NC(=O)C4CC4)s3)cc2=O)c1	19	10	-1	9	14	9	18	-0.4
CCOC(=O)c1cnc(-c2ccccc2)[nH]c1=O	3	24	0	-3	-3	9	-4	-2.6
Cc1cccc2c1cnn2C(=O)CCC(=O)NCc1ccc(F)cc1	15	20	-3	16	6	2	-4	-0.3
COc1ccc(S(=O)(=O)Nc2cccc(C)c2C)c2cccnc12	-9	12	-4	-2	-8	10	9	0.5
CCSc1ncccc1C(=O)N[C@@H](CCSC)C(=O)OC	4	-1	0	-13	4	11	18	0.0
CCOC(=O)c1nnc(-c2ccccc2)nc1NC	-11	7	1	-5	-4	-27	-22	1.6
CCN(CC(=O)NC1CCS(=O)(=O)C1)S(=O)(=O)c1ccc(Cl)c(C(F)(F)F)c1 (stereo not drawn)	2	14	-2	5	8	3	-3	0.7
CCn1c(=N)n(CCO)c2ccccc21	13	7	-5	13	10	12	-2	1.7
CCOC(=O)/C=C1\SC(C)C(=O)N1CC(=O)N(CCC#N)c1ccccc1 (stereo not drawn)	-10	-27	-1	11	17	21	13	-1.8
CC(=O)Nc1cccc(-n2nnc(SCC(=O)c3ccccc3)n2)c1	-43	-6	1	-32	4	-7	9	5.9
